TDP1 inh – inhibitors of human tyrosyl-DNA phosphodiesterase TDP1. Potency, µM (series often up to 130 µM), for the others: at the top dose activity change, negative = inhibition, usual class: inhibitors. Q9NUW8. recombinant TDP1, AlphaScreen DNA substrate cleavage. AID 485290. 350,000 compounds, 0.28% hits; note: nearly all actives have a fitted effect of over 40% in size
Target sequence (Q9NUW8 whole entry, looked up): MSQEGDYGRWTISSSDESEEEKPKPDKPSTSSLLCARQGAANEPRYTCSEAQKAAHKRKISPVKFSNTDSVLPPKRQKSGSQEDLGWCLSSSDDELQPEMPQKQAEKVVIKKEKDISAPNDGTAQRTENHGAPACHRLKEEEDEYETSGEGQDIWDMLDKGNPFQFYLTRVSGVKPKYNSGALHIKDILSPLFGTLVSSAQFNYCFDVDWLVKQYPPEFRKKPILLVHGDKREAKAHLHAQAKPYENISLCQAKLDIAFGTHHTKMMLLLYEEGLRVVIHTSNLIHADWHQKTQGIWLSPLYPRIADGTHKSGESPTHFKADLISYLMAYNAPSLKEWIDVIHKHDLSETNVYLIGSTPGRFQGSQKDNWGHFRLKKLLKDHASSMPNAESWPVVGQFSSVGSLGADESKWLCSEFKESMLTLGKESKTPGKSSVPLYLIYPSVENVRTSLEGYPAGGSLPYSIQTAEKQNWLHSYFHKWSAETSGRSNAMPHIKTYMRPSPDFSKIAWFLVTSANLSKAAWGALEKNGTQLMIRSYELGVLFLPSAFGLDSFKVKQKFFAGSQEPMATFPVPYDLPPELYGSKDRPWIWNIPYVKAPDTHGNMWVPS
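Here, a 5' biotin and 3' phosphotyrosine-FITC DNA oligonucleotide reports Tdp1 activity: intact substrate bridges AlphaScreen beads, while cleavage leaves a 3' phosphate and drops signal. All incubations at room temperature.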
TDP1 cell CPT – growth inhibition of DT40 Tdp1-/-;hTDP1 cells with camptothecin (screen for TDP1 inhibitors); chicken DT40 Tdp1-/-;hTDP1 cells + 20 nM CPT, ATP luminescence, 48 h; 420,000 compounds, 12% hits; Potency, µM (doses to about 46.2 µM), inactives show top-dose activity change, negative = growth inhibition, most hits filed as inhibitors; AID 686979; note: nearly all actives have a fitted effect of over 55% in size
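Cell growth measured by CellTiter-Glo luminescence after a minimum 48 h, 37 C compound exposure with 20 nM CPT in Tdp1-knockout DT40 cells stably expressing hTDP1, seeded 400/well; qHTS titration format.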
DT40 TDP1 no CPT – qHTS for Inhibitors of human tyrosyl-DNA phosphodiesterase 1 (TDP1): qHTS in cells in absence of CPT. DT40 Tdp1-/- hTDP1 cells, no CPT, ATP luminescence, 48 h. 420,000 compounds, 15% hits. AID 686978, 2013. Potency, µM (highest dose often 46.2 µM), without a hit: at the top dose activity change, negative = growth inhibition, actives largely listed as inhibitors; note: nearly all actives have a fitted effect of over 55% in size
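No-CPT arm: Tdp1-/-;hTDP1 DT40 cells (400/well) plus compounds, incubated ≥48 hr at 37 °C. Readout CellTiter-Glo luminescence.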
* hit, by the source's call; ? = inconclusive; . = not tested or not shown; & = joins results of further samples; [ ] = another dose, or the depositor's remark. Calls come from the whole dose curve; as a rule, active = well fitted curve in the direction sought with a large enough effect; inconclusive = small, poorly fitted or top-dose-only effect, or another doubt; inactive = no such curve, though single readings can be large; an effect the other way counts as inactive or inconclusive. % is set by controls: 0 for no effect and ±100 for the full control effect; potency is the fitted concentration of half-maximal effect.

SMILES	TDP1 inh	TDP1 cell CPT	DT40 TDP1 no CPT
CC(=O)C1=C(O)C=C2Oc3c(C(C)=O)c(O)c(C)c(O)c3[C@]2(C)C1=O	24%	17%	3%
CCOc1ccc(N2CC(c3nc4ccccc4n3CCOc3ccccc3)CC2=O)cc1 (configuration not stated)	6%	?	?
CCCCc1ccc(NC(=O)CSc2nc3ncccc3[nH]2)cc1	0%	2.6µM*	1.2µM*
CC(C)N=C(NS(=O)(=O)c1cccs1)c1ccccc1	0%	8%	12%
O=C(NCc1ccco1)c1ccc(CS(=O)(=O)Cc2ccc(Cl)cc2)o1	2%	-31%	?
O=C(CCN1CCOCC1)NNC(=O)Nc1cccc([N+](=O)[O-])c1	2%	1%	4%
CC(=O)CSc1nnc2c3ccccc3nc(C(C)(C)C)n12	5%	-11%	-16%
CCOC(=O)c1ccc(N2CCCCC2)c(NS(=O)(=O)c2cccc(C(F)(F)F)c2)c1	-4%	?	?
O=C(COC(=O)c1cccc(Br)c1)Nc1cccc2c1C(=O)c1ccccc1C2=O	.	?	?
CC(CCCC(C)(C)O)NCCO (configuration not stated)	2%	-17%	?
Cc1cccc(C)c1OCc1cc(C(=O)NC2CCC(O)CC2)no1 (configuration not stated)	2%	-2%	1%
O=C(N/N=C/c1ccc[nH]1)c1ccc(COc2cccc3cccnc23)cc1	0%	-16%	-47%
CC(O)CSc1nc2c(c(=O)[nH]c(=O)n2C)n1CC(O)COc1ccccc1 (configuration not stated)	0%	-22%	4%
Cc1ccc2[nH]c(C)c(/C=N/Nc3nc4ccccc4s3)c2c1	9%	-25%	?
CCc1ccc(-c2cn3c(n2)sc2cc(C(=O)NC4CCCCC4)ccc23)cc1	8%	3.7µM*	6.5µM*
CCNS(=O)(=O)c1ccc(CCC(=O)N2CCN(c3ccccc3F)CC2)cc1	.	-6%	-10%
Cn1ccnc1C(=O)c1cc(SCC(=O)NC2CC2)nc2ccccc12	0%	7%	5%
O=C1CC(c2cccs2)Sc2nc3ccccc3n21 (configuration not stated)	2%	0%	2%
CN(C)CC(CCC(CN(C)C)C(O)(c1ccccc1)c1ccccc1)C(O)(c1ccccc1)c1ccccc1 (configuration not stated)	.	23µM*	18µM*
Nc1nc(C23CC4CC(CC(C4)C2)C3)[nH]c(=O)n1	1%	2%	1%
O=[n+]1c2c(n([O-])c3cc(Cl)ccc31)CCCC2	2%	-22%	-21%
CCN(c1ccccc1)S(=O)(=O)c1cc(C(=O)NCc2ccco2)ccc1C	0%	?	?
O=C(NCc1ccc(F)cc1)c1cc(C2CCCCN2C(=O)OCCF)on1 (configuration not stated)	.	?	?
O=C(NS(=O)(=O)N1CCCC1)C1=C(N2CCCC2)COC1=O	-1%	14%	11%
COC(=O)c1c[nH]n2c(=O)cc(C)nc12	7%	-8%	6%
Brc1ccc(-n2c(SCc3nc4ccccc4[nH]3)nnc2-c2ccncc2)cc1	4%	-28%	?
Oc1cc(-c2nc3ccccc3s2)cc2c1OCCN(Cc1cccn1-c1ncccn1)C2	.	-5%[9.04 µM]	16µM*
O=C1CSC(=S)N1c1ccc(F)c(Cl)c1	.	-8%	-18%
COc1ccc(CN2Cc3cccc4c3[C@@H](CC2=O)[C@H](O)[C@H](O)C4)cc1	0%	?	-13%&-8%
O=C(CSc1nc2[nH]ncc2c(=O)[nH]1)NCc1ccccc1	1%	-3%	1%
COC(=O)c1nn(-c2ccccc2)c(=O)cc1Sc1ccc(Cl)cc1	0%	-6%	2%
C/C(=N\NC(=O)c1cccs1)c1ccc(C(=O)O)s1	4%	2%	4%
O=C(CCn1c(=O)[nH]c2ccccc2c1=O)NCCCN1CCN(c2cccc(Cl)c2)CC1	5%	21µM*	?
CNC(=S)N/N=C/c1c(C(=O)OC)cnn1-c1ccc(F)cc1F	7%	?	16µM*
CCn1c(=O)c2cc(C(=O)N(C)c3ccc(OC)cc3OC)sc2c2ccccc21	5%	?	13µM*
COc1ccc2cc(C(=O)C3CCCN(C(=O)Cc4c(C)noc4C)C3)ccc2c1 (configuration not stated)	2%	23µM*	21µM*
CCOC(=O)c1ccc(NC(=O)c2nc[nH]c2C(=O)N[C@H](C)c2ccccc2)cc1	6%	?	?
CCCCN(CC)S(=O)(=O)c1c(C)[nH]c(=O)[nH]c1=O	0%	?	9%
Cc1cccc(C)c1NC(=O)C(c1ccccc1)N1CCN(C)CC1 (configuration not stated)	.	-1%	-24%
O=C(NCCN1CCN(Cc2ccccc2)CC1)Nc1cc(Cl)cc(Cl)c1	3%	?	?
COc1ccc(-c2cc3ccccc3oc2=O)cc1NC(=O)c1cccnc1	-4%	?	?
Cc1cc(-n2c(C)cc(C(=O)COc3ccccc3[N+](=O)[O-])c2C)no1	2%	16µM*	23µM*
COc1ccc(NC(=O)N(C)C[C@H]2Oc3ccc(NC(=O)CCN4CCOCC4)cc3C(=O)N([C@@H](C)CO)C[C@H]2C)cc1	0%	-6%	-7%
COC(CNC(=O)C1CCCCC1C(=O)O)OC (configuration not stated)	0%	0%	?
Cn1c(SCc2nn[nH]n2)nc2c1c(=O)n(Cc1ccccc1Cl)c(=O)n2C	4%	-1%	-15%
COc1ccc(CNC(=O)CCCn2nc([N+](=O)[O-])cc2C)cc1	-2%	-7%	-13%
CCCCCn1c(=S)[nH]c2cc(C(=O)N3CCN(C(=O)OCC)CC3)ccc2c1=O	3%[0.0935 µM]	-23%	?
NC(=O)CSc1nnc(-c2ccco2)n1-c1ccc(F)cc1	.	-5%	?
Cc1ccc2c(c1)C(=O)C(=O)N2CC(=O)Nc1ccccc1NC(=O)c1ccccn1	-1%	5.2µM*	5.8µM*
COc1ccc(CSc2nc(CSC)cc(N3CCOCC3)n2)cc1	7%	?	-16%
(continued)
SMILES	TDP1 inh	TDP1 cell CPT	DT40 TDP1 no CPT
O[C@H](CCCN1CCN(c2ncc(F)cn2)CC1)c1ccc(F)cc1	12%[56.1 µM]	-4%	-8%
Brc1ccc(-c2csc(N/N=C/c3cccnc3)n2)cc1	2%	-25%	?
COc1cccc(Oc2nnnn2-c2ccccc2)c1	1%	0%	4%
Cc1cc(=O)n(CC(C)C)c(O)c1C#N	7%	1%	-15%
CC(=O)Nc1nc(=O)c2ccccc2s1	6%	?	?
COc1ccc(C(=O)Nc2cccc(S(=O)(=O)N3CCCC3)c2)cc1S(=O)(=O)N1CCOCC1	-1%	?	?
Fc1cccc(Cc2c(-c3cccc(Cl)c3)nc3c4ccccc4ccn23)c1	.	23µM*	18µM*
COc1ccccc1CNC(=O)c1ccc(N2Cc3cccc(OC)c3Oc3ncccc32)s1	5%	15µM*	12µM*
O=[N+]([O-])c1ncccc1Oc1nc(-c2cccnc2)nc2ccccc12	-6%	-12%	?
COCCCn1c(SCC(=O)NCc2ccccc2)nc2ccccc2c1=O	0%	?	?

Ordered by length of the SMILES (smallest number first): part of the list above.
SMILES	TDP1 inh	TDP1 cell CPT	DT40 TDP1 no CPT
CC(=O)Nc1nc(=O)c2ccccc2s1	6%	?	?
Cc1cc(=O)n(CC(C)C)c(O)c1C#N	7%	1%	-15%
COC(CNC(=O)C1CCCCC1C(=O)O)OC (configuration not stated)	0%	0%	?
COc1cccc(Oc2nnnn2-c2ccccc2)c1	1%	0%	4%
Brc1ccc(-c2csc(N/N=C/c3cccnc3)n2)cc1	2%	-25%	?
NC(=O)CSc1nnc(-c2ccco2)n1-c1ccc(F)cc1	.	-5%	?
COCCCn1c(SCC(=O)NCc2ccccc2)nc2ccccc2c1=O	0%	?	?
CCCCN(CC)S(=O)(=O)c1c(C)[nH]c(=O)[nH]c1=O	0%	?	9%
CNC(=S)N/N=C/c1c(C(=O)OC)cnn1-c1ccc(F)cc1F	7%	?	16µM*
O[C@H](CCCN1CCN(c2ncc(F)cn2)CC1)c1ccc(F)cc1	12%[56.1 µM]	-4%	-8%
COc1ccc(CNC(=O)CCCn2nc([N+](=O)[O-])cc2C)cc1	-2%	-7%	-13%
Fc1cccc(Cc2c(-c3cccc(Cl)c3)nc3c4ccccc4ccn23)c1	.	23µM*	18µM*
Cn1c(SCc2nn[nH]n2)nc2c1c(=O)n(Cc1ccccc1Cl)c(=O)n2C	4%	-1%	-15%
COc1ccccc1CNC(=O)c1ccc(N2Cc3cccc(OC)c3Oc3ncccc32)s1	5%	15µM*	12µM*
Cc1ccc2c(c1)C(=O)C(=O)N2CC(=O)Nc1ccccc1NC(=O)c1ccccn1	-1%	5.2µM*	5.8µM*
CCOC(=O)c1ccc(NC(=O)c2nc[nH]c2C(=O)N[C@H](C)c2ccccc2)cc1	6%	?	?
COc1ccc(C(=O)Nc2cccc(S(=O)(=O)N3CCCC3)c2)cc1S(=O)(=O)N1CCOCC1	-1%	?	?
COc1ccc(NC(=O)N(C)C[C@H]2Oc3ccc(NC(=O)CCN4CCOCC4)cc3C(=O)N([C@@H](C)CO)C[C@H]2C)cc1	0%	-6%	-7%

The results go on.
SMILES	TDP1 inh	TDP1 cell CPT	DT40 TDP1 no CPT
Cc1cc(C)nc(SCc2cn3ccccc3n2)n1	.	4%	3%
CC(=O)c1ccc(NC(=O)C(C)OC(=O)c2ccc(NS(=O)(=O)c3ccc4[nH]c(=O)[nH]c4c3)cc2)cc1 (configuration not stated)	.	1%	9%
COc1cc(NC(=O)Cc2ccccc2)ccc1NC(=O)c1ccco1	8%	0%	-28%
CCOC(=O)CSC(=S)NC(=O)c1ccc(OC)cc1	6%	?	-30%
COc1ccccc1C(=O)NC(CCSC)C(=O)OC(C)C(=O)NC1CC1 (configuration not stated)	.	0%	0%
C#CCNC(=O)C1=C[C@H](c2ccc3c(c2)OCO3)C[C@H](OCc2ccc(CO)cc2)O1	5%	?	?
Cc1cc(C)nc(/N=C(/NC(=O)Nc2ccc(Cl)c(Cl)c2)Nc2cccc(Cl)c2)n1	-6%	28%	-20%
S=C(NCC1(c2ccccc2)CCCC1)Nc1ccccc1	.	21µM*	12µM*
CCC(Sc1nc2n[nH]c(C)c2c(=N)n1-c1ccc(C)c(Cl)c1)C(=O)N1CCOCC1 (configuration not stated)	10%	?	?
CCN(CC)C(=O)c1cccc(-c2csc(C(O)c3ccco3)n2)c1 (configuration not stated)	.	21µM*	?

Structures listed so far that have a COOH group, in the order listed:
SMILES	TDP1 inh	TDP1 cell CPT	DT40 TDP1 no CPT
C/C(=N\NC(=O)c1cccs1)c1ccc(C(=O)O)s1	4%	2%	4%
COC(CNC(=O)C1CCCCC1C(=O)O)OC (configuration not stated)	0%	0%	?

More structures.
SMILES	TDP1 inh	TDP1 cell CPT	DT40 TDP1 no CPT
COc1ccccc1C(=O)NC(=O)COC(=O)c1ccc(C)o1	.	-2%	-6%
CC(=O)Nc1ccc(N2CCN(c3ccc(C(F)(F)F)cn3)CC2)nc1	5%	?	?
O=C(Nc1cccc(F)c1)Nc1ccc2c(c1)CCC2	1%	-9%	-5%
Nc1nc(CSc2nc3ccccc3[nH]2)nc(N2CCOCC2)n1	8%	0%	7%
COc1cc(C(=O)Nc2ccc(C(=O)O)cc2)ccc1OC(C)=O	-2%	-17%	-9%
COC(=O)COc1ccc(S(=O)(=O)Nc2ccc(NC(C)=O)cc2)cc1C	3%	-21%	-28%
C/C(=N/NC(N)=S)c1ccc(Br)s1	4%	8.2µM*	4.6µM*
COc1ccc(-c2cc(Cl)cc3c(=O)c4ccccc4n(C)c23)cc1F	.	18µM*	21µM*
Clc1cc(Br)ccc1OCCCNCc1ccccc1	-11%	21µM*	?
COCC(=O)Nc1c(C(=O)Nc2ccc3c(c2)OCCO3)oc2ccccc12	4%	-21%	?

Source: PubChem
